BRCT inh green: inhibitors of human BRCA1 BRCT-phosphoprotein interaction (green fluorophore); P38398; BRCA1 BRCT-phosphopeptide binding, green fluorescence polarization; Potency, µM (top dose mostly 76.9 µM), inactives show top-dose activity change, negative = inhibition, usual class: inhibitors; hit rate 0.05% among 75,000; AID 875;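 note: potency is the fitted concentration of half-maximal effect; plate controls were peptide without protein for full effect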
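Compounds were incubated for 12 min at room temperature with a complex of 100 nM fluorescein-tagged pBACH1 decapeptide and 250 nM His-tagged BRCT protein. Buffer was phosphate pH 7.3 with EDTA, DTT and Tween 20. Disruption of binding lowers the polarization signal.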
15-hLO inh: blocks human 15-lipoxygenase activity; purified 15hLO-1, xylenol orange hydroperoxide absorbance; AID 887; Potency, µM (top dose mostly 57.1 µM), for inactives: at the top dose activity change, negative = inhibition, usual class: inhibitors; hit rate 1.4% among 74,000; note: potency is the fitted concentration of half-maximal effect; % is set by controls: 0 for no effect and ±100 for the full control effect; nearly all actives have a fitted effect of over 55% in size
Target sequence (P16050 whole entry, looked up): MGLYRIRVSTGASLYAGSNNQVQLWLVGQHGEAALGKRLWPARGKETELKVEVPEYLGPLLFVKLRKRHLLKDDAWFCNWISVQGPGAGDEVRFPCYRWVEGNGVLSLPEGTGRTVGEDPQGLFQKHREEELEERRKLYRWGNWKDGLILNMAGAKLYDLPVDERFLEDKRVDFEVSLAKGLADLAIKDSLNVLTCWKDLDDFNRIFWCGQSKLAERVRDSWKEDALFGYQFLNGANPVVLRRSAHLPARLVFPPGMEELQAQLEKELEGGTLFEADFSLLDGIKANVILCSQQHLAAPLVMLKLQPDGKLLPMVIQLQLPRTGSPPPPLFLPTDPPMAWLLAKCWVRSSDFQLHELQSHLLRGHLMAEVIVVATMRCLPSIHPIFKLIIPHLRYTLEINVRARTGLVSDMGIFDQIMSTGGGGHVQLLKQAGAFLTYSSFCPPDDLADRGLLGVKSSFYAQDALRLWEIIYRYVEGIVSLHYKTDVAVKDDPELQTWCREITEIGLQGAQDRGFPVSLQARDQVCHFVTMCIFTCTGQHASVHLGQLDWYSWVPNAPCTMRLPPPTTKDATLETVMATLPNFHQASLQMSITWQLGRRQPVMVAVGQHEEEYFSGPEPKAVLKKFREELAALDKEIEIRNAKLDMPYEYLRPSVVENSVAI
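Purified human 15hLO-1 (40 nM final) in 25 mM Hepes pH 7.5, 0.01% Triton X-100 was preincubated with compound 15 min at room temperature, then reacted 6 min with 50 uM arachidonic acid; hydroperoxide detected by Fe-XO, 573/405 nm absorbance ratio.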
HADH2 inhib: HADH2 (human) dehydrogenase inhibition; hit rate 3.4% among 73,000; Potency, µM (doses to about 57.1 µM), for the others: top-dose activity change, negative = inhibition, usual class: inhibitors; recombinant HADH2, NADH fluorescence, beta-hydroxybutyryl-CoA; AID 886; Q99714; note: potency is the fitted concentration of half-maximal effect; % is set by controls: 0 for no effect and ±100 for the full control effect; nearly all actives have a fitted effect of over 60% in size; many of its hits are not listed in these tables
Target sequence (Q99714 whole entry, looked up, one chain of several): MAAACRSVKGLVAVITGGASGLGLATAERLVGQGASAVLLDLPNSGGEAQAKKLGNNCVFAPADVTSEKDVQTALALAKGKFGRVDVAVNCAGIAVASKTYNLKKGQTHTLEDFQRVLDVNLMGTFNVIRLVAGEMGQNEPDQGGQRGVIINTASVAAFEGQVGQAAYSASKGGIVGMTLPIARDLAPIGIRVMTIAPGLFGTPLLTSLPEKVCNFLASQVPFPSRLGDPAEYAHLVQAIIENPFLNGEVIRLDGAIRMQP
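His-tagged recombinant enzyme from E. coli, 20 nM, preincubated 15 min RT with compound; reaction started with 1 mM NAD+ and 90 uM beta-hydroxybutyryl-CoA in 100 mM Tris-HCl pH 9.0. NADH fluorescence (ex 360/em 450) read over 4 min; last-minus-first difference.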
BRCT inh red: inhibitors of human BRCA1 BRCT-phosphoprotein interaction (red fluorophore) | P38398 | BRCT-phosphopeptide binding, red fluorescence polarization | Potency, µM (doses to about 76.9 µM), inactives show at the top dose activity change, negative = inhibition, most hits filed as inhibitors | hit rate 0.03% among 75,000 | AID 892; note: % is set by controls: 0 for no effect and ±100 for the full control effect
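Rhodamine-labelled pBACH1 10-mer (100 nM) bound to BRCT domain (100 nM) at pH 7.3; compounds incubated 12 min room temperature, polarization read. Free peptide defines full inhibition; unlabelled decapeptide titrated as control.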
Tau filament bind: binds recombinant human tau filaments. recombinant tau filaments, thioflavin S fluorescence, 15 h; filaments grown with octadecylsulfate alongside compound. Potency, µM (doses to about 57.1 µM), for the others: at the top dose activity change, negative = inhibition. hit rate 2% among 71,000;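 note: potency is the fitted concentration of half-maximal effect; % is set by controls: 0 for no effect and ±100 for the full control effect; actives lower thioflavin S fluorescence by blocking filaments or displacing dye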
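ThS-based fibril read: tau 1 uM final, inducer ODS 30 uM final, 37 C for 15 h, ex 450/em 510 nm.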
Casp1 inh: caspase-1 (human) inhibition, allosteric or competitive; hit rate 0.03% among 75,000; Potency, µM (highest dose often 57.5 µM), without a hit: at the top dose activity change, negative = inhibition, usual class: inhibitors; Caspase-1 enzyme, Ac-WEHD-AFC fluorogenic rate; AID 900; P29466;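 note: potency is the fitted concentration of half-maximal effect; plate controls were vehicle for no effect and no substrate for full effect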
Rhodamine fluor: compound fluoresces in the rhodamine spectral region | Rhodamine-region fluorescence, 547/598 nm, Tris buffer; active compounds read high | max dye-equivalent concentration, M | hit rate 0.05% among 59,000 | AID 594; in the data active = max dye-equivalent concentration above about 11 nM; inconclusive = between about 1.1 nM and that limit
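Read-out is relative fluorescence at 547 nm excitation and 598 nm emission, expressed as dye-equivalent concentration using rhodamine standards on every plate. Each compound was profiled across a concentration series after 15 min in 100 mM Tris, pH 8.0.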
HEK293 cAMP ctrl: raises cAMP in parental HEK293 cells, TSHR agonist counter-screen | parental HEK293 CNG cAMP sensor, membrane potential fluorescence | Potency, µM (highest dose often 57.1 µM), for inactives: at the highest dose activation, actives largely listed as activators | hit rate 2.5% among 73,000; note: potency is the fitted concentration of half-maximal effect; % of control where 0% means no effect; nearly all actives have a fitted effect of over 55% in size
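Parental HEK 293 cells stably expressing a cAMP-gated CNG channel were loaded with membrane potential dye containing 100 uM RO 20-1724 for 60 min. Compound added for 30 min; depolarization read as fluorescence intensity at 590 nm.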
USP2a inhib: blocks human ubiquitin-specific protease USP2a; O75604; USP2a enzymatic assay, qHTS inhibition; Potency, µM (top dose mostly 38.3 µM), for the others: at the highest dose activity change, negative = inhibition, usual class: inhibitors; hit rate 0.1% among 60,000;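 note: potency is the fitted concentration of half-maximal effect; nearly all actives have a fitted effect of over 60% in size; plate controls were DMSO for no effect and NEM full inhibition control for full effect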
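USP2 core (20nM final) preincubated 30 min RT with compound, then Ub-PLA2 20nM and NBD C6-HPC 20uM final added; buffer 20mM Tris-HCl pH 8.0, 2mM CaCl2. Fluorescence Ex 460/Em 535 read at 0 and 2.5 h; normalized to NEM.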
Pol III holo inh: blocks replication by bacterial DNA polymerase III holoenzyme; Potency, µM (highest dose often 57.1 µM), inactives show at the highest dose activity change, negative = inhibition; hit rate 0.25% among 71,000; reconstituted DNA polymerase III holoenzyme replication, biochemical; note: potency is the fitted concentration of half-maximal effect; % is set by controls: 0 for no effect and ±100 for the full control effect
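Reconstituted *E. coli* holoenzyme (0.35 nM Pol III, 1 nM beta, 154 nM SSB, 2 nM primase) was preincubated with compound for 15 min at RT. Synthesis on 1.4 nM ssM13Gori ran 35 min, then was stopped with PicoGreen/EDTA and read as dsDNA fluorescence.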
Casp7 inh: allosteric or competitive inhibitors of human caspase-7 | recombinant caspase-7, Ac-DEVD-AFC fluorescence rate | hit rate 0.02% among 75,000 | P55210 | Potency, µM (doses to about 57.5 µM), for inactives: at the top dose activity change, negative = inhibition, usual class: inhibitors; active = well fitted inhibition curve with a large enough effect in the main read-out, with a control signal flat, not every such curve was filed as active; inconclusive = small, poorly fitted or top-dose-only effect, or a change in a side signal; note: potency is the fitted concentration of half-maximal effect; % of control where 0% means no effect
* marks the source's active call; other numbers are inactive results; i = inactive; ? = inconclusive; . = not tested or not shown; ! = a repeat was not active; [ ] = another dose, or the depositor's remark. Unless noted, calls come from the whole dose curve; as a rule, active = well fitted curve in the direction sought with a large enough effect; inconclusive = small, poorly fitted or top-dose-only effect, or another doubt; inactive = no such curve, though single readings can be large; an effect the other way counts as inactive or inconclusive. An excerpt; rates above refer to the full screens.

structure	BRCT inh green	15-hLO inh	HADH2 inhib	BRCT inh red	Tau filament bind	Casp1 inh	Rhodamine fluor	HEK293 cAMP ctrl	USP2a inhib	Pol III holo inh	Casp7 inh
CCOC(=O)Cc1csc(NC(=O)c2ccco2)n1	-4.2%	-2%	-8%	0.4%	9%	-2%	i	16%	0%	-3%	-2%
CC(C)C(=O)N(Cc1cc(=O)[nH]c2ccccc12)c1ccccc1	-0.9%	-1%	6%	-0.1%	-4%	0%	i	1%	11%	-6%	-1%
Cn1c(NC(=O)c2ccco2)c(-c2ccccc2)c(=O)c2ccccc21	-2.4%	-5%	?	0.0%	6%	-3%	i	-2%	5%	-10%	-2%
COc1ccc(-c2csc3c2[N+]2=CCC=C2C3=O)cc1	-0.6%[15.4 µM]	-2%[11.4 µM]	5%[11.4 µM]	-0.3%[15.4 µM]	3.2µM*	-6%[11.5 µM]	i	21%[11.4 µM]	.	-7%[11.4 µM]	1%[11.5 µM]
CCOC(=O)c1c(N)nn(C(=O)C(C)C)c1-c1ccccc1	-1.0%	-9%	3%	-0.3%	-2%	0%	i	?	-6%	-5%	0%
CCOC(=O)c1ccc(N2C(=O)CC(N3CC(C)OC(C)C3)C2=O)cc1 (stereo not drawn)	-4.1%	5%	-18%	1.4%	-7%	0%	i	22%	-7%	-7%	-1%
Cc1ccc(S(=O)(=O)N2CCN(C(=O)CSc3nc4ccccc4o3)C2)cc1	5.4%	-9%	1%	-3.0%	0%	-2%	i	17%	-23%	-5%	-2%
CC(C(=O)N1CCOCC1)N1c2cccc3cccc(c23)S1(=O)=O (stereo not drawn)	-0.5%	?	-21%	-1.0%	-4%	1%	i	-3%	-5%	2%	-1%
COC(=O)[C@@]1(Cc2ccccc2)[C@H]2c3cc(C(=O)N4CCCC4)n(Cc4ccccc4)c3C[C@H]2CN1C(=O)c1ccccc1	-2.0%	.	-1%	1.0%	42%	-3%	.	1.3µM*	.	-3%	-8%
O=C(Nc1ccccc1C(=O)N1CCN(c2ccccc2)CC1)c1ccco1	-1.6%	7%	7%	-0.4%	-4%	-1%	i	5%	10%	4%	-1%
N/N=C1/c2ccccc2N[C@H]1OC(=O)Nc1cccc(Cl)c1	-0.5%[15.4 µM]	-7%[11.4 µM]	11%[11.4 µM]	-1.9%[15.4 µM]	?	7%[11.5 µM]	i	-6%[11.4 µM]	.	-14%[11.4 µM]	3%[11.5 µM]
COc1ccccc1-c1nnc(SCCN2CCOCC2)n1-c1ccc(C)cc1	0.9%	-8%	1%	-1.6%	-8%	1%	i	26%	-5%	-4%	-2%
O=C(CSc1nnc(-c2cccnc2)n1Cc1ccco1)c1ccc(Cl)c(Cl)c1	-7.9%	-16%	1%	-0.6%	35%	-2%	i	?	0%	-11%	-2%
COc1ccc(-c2cc3ccccc3n2CC(O)CN2CCOCC2)cc1 (stereo not drawn)	0.6%	?	?	1.3%	24%	2%	i	3%	16%	2%	-2%
Cc1nc2cc(N3CCCCC3)c(NC(=O)c3cccnc3)cc2c(=O)n1Cc1ccccc1	-0.1%	7%	19%	0.9%	i	-3%	i	?	22%	2%	-5%
CCn1c(SCC(=O)N2CCOCC2)nc2c(c1=O)SC(C)C2 (stereo not drawn)	-0.9%	0%	-7%	0.2%	1%	1%	i	4%	9%	2%	0%
COC(=O)c1ccccc1NC(=O)CN1CCN(C(=O)c2ccco2)CC1	0.8%	-5%	7%	-1.1%	13%	1%	i	13%	10%	-9%	5%
CN1CCN(C(=O)c2ccc3ccccc3c2)CC1	-1.6%	-3%	0%	1.6%	0%	-2%	.	?	0%	-4%	0%
N[C@H](C(=O)N[C@@H]1C(=O)N2C(C(=O)O)=C(Cl)CS[C@@H]12)c1ccccc1	2.6%[34.4 µM]	-2%[25.6 µM]	3.2µM*!	0.8%[34.4 µM]	6%[25.6 µM]	-5%[25.7 µM]	i	-3%[25.6 µM]	7%[17.1 µM]	-9%[25.6 µM]	-1%[25.7 µM]
CCCn1c(SCC(=O)N2CCN(S(=O)(=O)c3ccc(Cl)cc3)CC2)n[nH]c1=O	-0.8%	1%	6%	-0.7%	-1%	1%	i	11%	14%	-2%	-2%
Cc1ccc2nc(-c3cccc(-c4nc5ccc(C)cc5o4)n3)oc2c1	-0.3%	-14%	18%	-0.3%	26%	0%	i	11%	4%	3%	2%
O=C(COc1cccc(-n2cnnn2)c1)NCCC1=CCCCC1	-1.2%	-3%	1%	-1.2%	8%	-2%	i	0%	13%	-2%	0%
CN(Cc1ccccc1)c1nc2c(c(=O)[nH]c(=O)n2C)n1Cc1ccccc1	-2.7%	-4%	11%	-1.6%	13%	1%	i	23%	0%	-5%	1%
CN(Cc1ccco1)c1ncnc2ccc(-c3ccoc3)cc12	-1.8%	2%	6%	-0.3%	15%	1%	i	16µM*	187%[activator]	0%	-10%
O=C(/C=N/O)NCc1cccnc1	-0.9%	6%	16%	0.4%	-13%	2%	i	10%	-3%	-2%	0%
Cc1nc2nc(SCC(=O)N3CCOCC3)nn2c(C)c1Cc1ccccc1	0.2%	-9%	9%	-1.3%	2%	2%	i	6%	-9%	-4%	-1%
COc1ccc(Nc2cc(C)nc3nc(C)nn23)c(OC)c1	-1.3%	6%	2%	-0.1%	28%	-3%	.	1%	.	3%	0%
COc1ccc2cc3cc(C(=O)Nc4ccc5c(c4)OCO5)oc3nc2c1	1.9%	-11%	10%	1.7%	18%	-1%	i	24%	22%	0%	-4%
COc1ccc(CC(=O)c2ccc(O)cc2O)cc1	-1.0%[3.08 µM]	-13%	.	-1.7%	.	1%	.	.	1%	.	-2%
Cc1nc2cnc(N3CCN(C)CC3)nc2n(Cc2cccs2)c1=O	-1.3%	6%	3%	-0.4%	0%	-1%	i	?	117%[activator]	-5%	-2%
O=S(=O)(c1cc(Cl)ccc1Cl)N1CCN(Cc2ccc3c(c2)OCO3)CC1	-1.8%	-8%	-4%	-2.5%	-2%	-4%	.	18%	.	8%	0%
Nc1ccc(-c2ccc(Nc3cc(S(=O)(=O)O)c(N)c4c3C(=O)c3ccccc3C4=O)cc2)c(S(=O)(=O)O)c1	-4.5%[15.4 µM]	?	-20%[11.4 µM]	-9.1%[15.4 µM]	-9%[11.4 µM]	-1%[11.5 µM]	i	2%[11.4 µM]	.	-2%[11.4 µM]	-20%[11.5 µM]
FC(F)(F)c1nnc2sc(-c3ccncc3)nn12	-1.5%	1%	8%	0.7%	7%	1%	i	3%	-10%	-1%	1%
O=P(O)(O)c1ccccc1OCCCCCOc1ccccc1P(=O)(O)O	-5.5%	5%	5%	-2.1%	-10%	1%	i	2%	-5%	-4%	-2%
Cc1cccc2cc(COC(=O)c3ccccn3)c(=O)[nH]c12	0.7%	9%	-2%	0.3%	9%	-2%	i	-3%	3%	-4%	-1%
O=C(Nc1nc(-c2cc(Cl)sc2Cl)cs1)c1cccs1	1.7%	-21%	6%	0.7%	111%	-1%	i	?	19%	-5%	-4%
Cc1cccc(Cn2c(Sc3nc(C)cs3)nc3c2c(=O)[nH]c(=O)n3C)c1	-2.5%	-19%	6%	-3.9%	9%	2%	i	-1%	-15%	-3%	-2%
O=C(O)c1ccccc1NS(=O)(=O)c1ccc(Cl)c(Cl)c1	2.5%	0%	-4%	-1.8%	.	-5%	.	-5%	.	.	-6%
O=C(c1ccco1)N1CCC2(CC1)CCN(c1cccc(-c3ccccc3)c1)CC2	-0.4%	-27%	0%	-2.6%	-7%	-1%	i	20%	111%[activator]	-5%	-6%
COc1ccc(C(=O)N2CCN(C(=O)c3ccco3)CC2)cc1OC	-0.2%	11%	-2%	-1.8%	-10%	0%	i	-2%	-4%	1%	-3%
Cc1ccccc1OCC(=O)Nc1cccc(N(C)S(C)(=O)=O)c1	0.4%	2%	0%	0.0%	-17%	0%	i	2%	3%	-8%	0%
CC(=O)c1ccc(N2C(=O)[C@@H]3C(CCC(N)=O)NC4(C(=O)Nc5c4ccc(Cl)c5C)[C@@H]3C2=O)cc1 (stereo partly drawn)	-1.2%	-2%	15%	0.5%	-23%	-3%	i	2%	47%[activator]	-3%	-1%
CC(=O)c1c(C)[nH]c(C(=O)CSc2nnc(-c3ccco3)n2Cc2ccccc2)c1C	10%	?	-6%	-0.9%	58%	-7%	i	13%	26%	-3%	-5%

High-throughput results as filed in PubChem.
